GDH-TPI inh – GDH-TPI coupling enzyme inhibitors, primary screen, artefact control for M. tuberculosis FBA inhibitor project, biochemical, absorbance, full deck. GDH-TPI coupled enzyme counterscreen, NADH absorbance. inhibition, % at 4.8 µM. 1.2% of 360,000 active. AID 588335, 2011;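 note: 0% = DMSO wells and 100% = wells lacking the enzyme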
MazEF act – activators of E. coli MazEF toxin-antitoxin RNase, primary screen, biochemical, fluorescence, uHTS. FAM/BHQ RNA-DNA oligo cleavage fluorescence, 5 h. Endoribonuclease toxin MazF (Escherichia coli (strain K12)), P0AE70. AID 504720, 2011. 0.32% of 350,000 active. activation, % at 20 µM; in the data active = activation above about 50%
DUSP3 inh – VHR1 phosphatase inhibitors, primary screen, biochemical, absorbance, uHTS; recombinant VHR phosphatase, pNPP absorbance; inhibition, % at 13.3 µM; 0.52% of 290,000 active; in the data active = inhibition above about 50%; note: some compounds called inactive have numbers as strong as hits
Target sequence (P51452 whole entry, looked up): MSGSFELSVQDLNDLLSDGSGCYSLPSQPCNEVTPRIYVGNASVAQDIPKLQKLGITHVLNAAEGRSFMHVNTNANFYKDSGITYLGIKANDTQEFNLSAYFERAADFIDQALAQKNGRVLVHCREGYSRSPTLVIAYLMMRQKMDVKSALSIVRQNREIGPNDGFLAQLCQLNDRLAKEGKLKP
BoNT F protease – BoNT/F light chain protease inhibitors, primary screen, biochemical, flow cytometry, MLPCN library; inhibition, % at 10 µM; Botulinum neurotoxin type F light chain protease (Clostridium botulinum); Multiplex microsphere protease cleavage assay; 0.22% of 360,000 active; in the data active = inhibition above about 35%, passing the limit was not always enough; inconclusive = no clear call, values can overlap the other calls; note: plate controls were buffer without enzyme for full effect and enzyme alone for no effect
CCHF vOTU inh – CCHFV vOTU protease inhibitors, primary screen, biochemical, Pep-AMC substrate, fluorescence. Crimean-Congo hemorrhagic fever virus L polyprotein viral ovarian tumor (vOTU) protease …. inhibition, % at 11.5 µM. 0.55% of 370,000 active. AID 651958, 2012; note: 0% = vehicle wells with enzyme and 100% = no enzyme wells
Rv3671c protease – Rv3671c serine protease inhibitors, primary screen, biochemical, fluorescence polarization, M. tuberculosis H37Rv; P9WHR9; inhibition, % at 5.96 µM; 0.048% of 320,000 active; AID 2606, 2010; in the data active = inhibition above about 38%;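 note: extracellular domain of Rv3671c used as enzyme; 0% = enzyme with DMSO and 100% = no enzyme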
Target sequence (P9WHR9 whole entry, looked up, the tested form may be a part): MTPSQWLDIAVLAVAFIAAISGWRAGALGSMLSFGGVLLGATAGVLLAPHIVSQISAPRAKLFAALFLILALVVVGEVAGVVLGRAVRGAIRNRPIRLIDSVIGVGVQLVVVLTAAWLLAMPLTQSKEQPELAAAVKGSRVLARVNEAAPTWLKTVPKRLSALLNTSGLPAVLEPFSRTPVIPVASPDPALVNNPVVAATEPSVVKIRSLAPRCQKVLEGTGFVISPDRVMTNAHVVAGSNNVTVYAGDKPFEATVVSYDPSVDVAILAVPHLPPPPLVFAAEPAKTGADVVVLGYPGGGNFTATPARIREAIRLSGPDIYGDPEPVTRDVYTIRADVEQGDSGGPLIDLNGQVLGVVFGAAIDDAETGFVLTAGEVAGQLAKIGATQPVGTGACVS
FadD28 binding – inhibitors of FadD28 bisubstrate probe binding, primary screen, biochemical, fluorescence polarization, single point | Mycobacterium tuberculosis FadD28 fatty-acid-AMP ligase | inhibition, % at 12.5 µM | AID 588549, 2011 | 0.22% of 360,000 active; in the data active = inhibition above about 8.5%, passing the limit was not always enough; inconclusive = no clear call, values can overlap the other calls
UGM FP inh – M. tuberculosis UGM enzyme inhibitors, primary screen, biochemical, fluorescence polarization, single point. UDP-galactopyranose mutase (Mycobacterium tuberculosis (strain ATCC 25618 / H37Rv)), …. purified UGM, fluorescence polarization probe displacement. inhibition, % at 10 µM. 0.06% of 320,000 active; in the data active = inhibition above about 10%, passing the limit was not always enough; inconclusive = no clear call, values can overlap the other calls
Target sequence (P9WIQ1 whole entry, looked up): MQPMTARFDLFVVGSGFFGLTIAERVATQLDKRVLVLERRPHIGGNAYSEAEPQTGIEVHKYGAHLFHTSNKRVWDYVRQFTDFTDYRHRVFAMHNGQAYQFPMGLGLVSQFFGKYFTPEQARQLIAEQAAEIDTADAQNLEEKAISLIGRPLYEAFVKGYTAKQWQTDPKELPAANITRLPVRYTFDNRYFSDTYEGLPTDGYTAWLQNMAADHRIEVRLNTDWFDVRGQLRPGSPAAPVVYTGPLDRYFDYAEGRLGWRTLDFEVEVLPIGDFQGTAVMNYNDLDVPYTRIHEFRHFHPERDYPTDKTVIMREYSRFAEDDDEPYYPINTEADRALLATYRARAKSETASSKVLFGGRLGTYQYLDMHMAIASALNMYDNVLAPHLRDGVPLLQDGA
Mtb BioA inh – M. tuberculosis BioA enzyme inhibitors, primary screen, biochemical, plate reader, single point, HTS | purified M. tuberculosis BioA enzyme | inhibition, % at 9.99 µM | 0.096% of 360,000 active; in the data active = inhibition above about 40%; inconclusive = no clear call, values can overlap the other calls
Mtb FBA inh – Mtb FBA enzyme inhibitors, primary screen, biochemical, fluorescence, strain H37Rv | Fructose-bisphosphate aldolase (Mycobacterium tuberculosis (strain ATCC 25618 / H37Rv)), … | purified M. tuberculosis FBA, fluorescence read-out | inhibition, % at 1 µM | 2.3% of 360,000 active; in the data active = inhibition above about 27%;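 note: 0% = vehicle and 100% = reference inhibitor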
* marks the source's active call; other numbers are inactive results; ? = inconclusive; · = not tested or not shown; & = joins results of further samples. Cut-off read from the data, not from the text of the source, unless noted: active = inhibition above about 30%; inactive = the rest.

structure,BoNT F protease,GDH-TPI inh,DUSP3 inh,UGM FP inh,Mtb BioA inh,FadD28 binding,Mtb FBA inh,CCHF vOTU inh,MazEF act,Rv3671c protease
CSc1ccccc1NC(=O)COC(=O)c1ccc(O)cc1,2,-6,4,-2.7,0.9,-2.4,2,-3,11,-4
O=C(O)CCCCC1SCC2NC(=O)NC21 (centres undefined),28,-6,10&29,-0.6,-24,-0.1,2,-4,0,7
CC(C)(C)NC(=O)C(c1ccncc1)N(C(=O)Cn1nnc(-c2ccc(F)cc2)n1)c1ccccc1 (centres undefined),-13,-7,-4,0.1,·,0.8,2,1,2,0
CCOC(=O)C(=O)N1CCN(CC)CC1,-2,12,3,-0.6,·,1.2,1,4,9,-6
COc1cccc(CNCc2ccccc2OC)c1,?,1,17,-0.2,4.8,-2.4,-1,-16,-22,3
COc1ccc(NC(=O)C(c2ccc(OC)cc2)N(C)C(=O)c2cnccn2)cc1 (centres undefined),16,3,-19,-2.1,-0.6,0.3,-3,6,2,3
O=C(CSc1cn(CCNC(=O)c2c(F)cccc2F)c2ccccc12)NCC1CCCO1 (centres undefined),3,-5,4,-3.5,0.6,-1.1,1,-5,6,3
CCCCCOc1ccc(C(C)(O)C(CN2CCOCC2)c2ccccc2)cc1 (centres undefined),-1,1,-22,0.2,-4.0,-0.5,1,4,3,1
CC(C)(C)C1CCc2nc(NC(=O)Cc3cn4ccsc4n3)sc2C1 (centres undefined),1,-1,7,1.4,2.7,-0.4,0,21,-10,-21
O=S(=O)(NCc1cc(-c2ccccc2Cl)no1)c1ccc(Cl)cc1,-7,8,2,3.6,2.8,0.2,-5,10,-1,-12
C[C@H]1CN([C@@H](C)CO)S(=O)(=O)c2ccc(Br)cc2O[C@H]1CN(C)C(=O)c1cccc(F)c1,-2,4,·,·,7.9&12,-2.3,3,-8,8,·
COc1ccc(OC)c(CNC(=O)CCc2cn(C)c3ccccc23)c1,-2,16,-2,-1.2,0.7,-0.1,5,20,-12,0
CCCNC(=O)C(Cc1cccc(Br)c1)NC(=O)c1ccc(C#N)cc1 (centres undefined),-5,-5,·,1.5,0.9,0.1,1,-4,0,-6
COC(=O)c1[nH]c2ccc(Br)cc2c1NC(=O)CN1CCCc2ccccc21,-10,9,23,1.8,-0.1,-3.3,-7,10,10,1
Cc1c(C(=O)NNC(=O)c2cccnc2)cccc1[N+](=O)[O-],8,0,·,-2.2,0.2,0.5,0,-12,6,6
CCCc1cc(=O)[nH]c(SCC(=O)Nc2ccc(C)cc2)n1,3,6,15,0.6,·,-0.4,-3,-2,-28,-1

Sorted by number of heavy atoms (falling): three of the compounds above.
structure,BoNT F protease,GDH-TPI inh,DUSP3 inh,UGM FP inh,Mtb BioA inh,FadD28 binding,Mtb FBA inh,CCHF vOTU inh,MazEF act,Rv3671c protease
COC(=O)c1[nH]c2ccc(Br)cc2c1NC(=O)CN1CCCc2ccccc21,-10,9,23,1.8,-0.1,-3.3,-7,10,10,1
CC(C)(C)C1CCc2nc(NC(=O)Cc3cn4ccsc4n3)sc2C1 (centres undefined),1,-1,7,1.4,2.7,-0.4,0,21,-10,-21
CCCc1cc(=O)[nH]c(SCC(=O)Nc2ccc(C)cc2)n1,3,6,15,0.6,·,-0.4,-3,-2,-28,-1

Next entries
structure,BoNT F protease,GDH-TPI inh,DUSP3 inh,UGM FP inh,Mtb BioA inh,FadD28 binding,Mtb FBA inh,CCHF vOTU inh,MazEF act,Rv3671c protease
CC1(C)CC(=O)C=C(c2ccc(COC(=O)Cc3ccccc3)cc2)C1=O,-6,-3,·,·,0.7,0.0,0,0,-2,·
c1ccc(CN2CC[C@@H](Nc3nccn4ccnc34)C2)cc1,-4,-4,·,·,-1.0,-4.0,-2,1,·,·
Cc1ccc(S(=O)(=O)NCCC(=O)NCCc2ccccc2)cc1,·,-4,·,·,-1.5,-2.6,-1,-10,-5,·
O=C(/C=C/c1ccccc1F)c1ccoc1,0,2,-12,-0.3,-0.7,-2.0,-3,-6,-1,-4
CCOC(=O)c1c(NC(=O)CSc2nnnn2-c2ccccc2)sc2c1CCC(C)C2 (centres undefined),7,5,9,-0.9,-0.9,-3.3,-1,8,-3,-5
COC(=O)c1ccccc1NC(=O)CSCC(=O)Nc1ccccc1,-6,5,6,-2.8,1.6,0.2,-1,12,8,-3
Cc1nc2n[nH]c(N)c2nc1C,4,10,·,·,-1.2,-0.2,1,6,0,·
C/C(=C\c1ccccc1)CN1CCN(C)CC1,3,-3,7,1.0,-0.5,0.5,3,-5,-2,5
COCCn1c(CN2CCN(c3cccc(Cl)c3)CC2)nc2c1c(=O)n(C)c(=O)n2C,-1,11,17,-3.7,3.6,1.1,1,0,4,2
N#Cc1cccc(C(=O)Nc2ccccc2C(=O)NC2CC2)c1,?,-16,·,·,-0.7,-1.0,0,-5,-15,·
CC(=O)Nc1ccc(C(=O)OCC(=O)Nc2c(C)n(C)n(-c3ccccc3)c2=O)cc1,3,7,·,0.7,-2.0,-2.3,1,9,8,10
Clc1ccc(CNc2nc(CN3CCOCC3)nc3scc(-c4ccccc4)c23)cc1,-6,14,4,-0.9,·,-8.9,-1,5,16,-4
COc1ccc(CCNc2cc(C)nc(N)n2)cc1OC,-12,1,28,-2.4,0.6,-0.2,0,-2,12,·
O=C(CN1C(=O)NC(CCc2ccccc2)C1=O)Nc1ccccc1C(F)(F)F (centres undefined),-9,-2,·,1.2,-1.8,-1.6,1,8,7,-2
COc1ccccc1-n1c(SCC(=O)O)nc2c(sc(=S)n2-c2ccc(Cl)c(C)c2)c1=O,6,16,18,0.8,1.3,-2.0,1,5,3,-7
O=C(N=C1SC2CS(=O)(=O)CC2N1c1ccc(Cl)cc1)C1CCCO1 (centres undefined),-1,-10,-5,-5.5,·,-1.4,0,7,7,-5
CCn1c(CCNC(=O)c2cccs2)nnc1SCC(=O)Nc1cccc(Cl)c1,-16,24,·,2.4,·,-3.0,0,-1,1,4
CNC(=O)C1CC(=O)N(CCc2ccc(C)cc2)C1 (centres undefined),9,8,-20,-2.2,5.4,1.9,9,6,0,-1
CC(=O)OC1CCC2(C)C(=CC(=O)C3C2CCC2(C)C(OC(C)=O)CCC32)C1 (centres undefined),6,9,·,·,·,-1.0,1,-9,4,·
Cc1cc(C)c(C(=O)Nc2cccc(F)c2)c(Cl)n1,3,4,16,-0.1,·,0.2,1,1,1,-11
c1ccc(-c2ccc3ncccc3n2)cc1,1,·,·,·,0.5,-2.2,-1,3,·,·
O=C(Nc1c(C(=O)N2CCCC2)cnn1-c1ccccc1)c1cccc(F)c1,-4,-13,13,0.5,-2.0,-4.3,-5,-2,3,-1
CNC(=S)NC1CC2CCC(C1)N2Cc1ccccc1 (centres undefined),-3,9,11,0.1,-1.1,-1.1,0,1,3,2
Cc1nc(NC(=O)CCC(=O)O)sc1C(=O)N(C)C,·,4,18,-1.9,-0.9,0.2,0,17,4,-3
CN(C)S(=O)(=O)c1ccc2c(c1)c(=O)c(C(=O)N1CCN(c3ccccn3)CC1)cn2C,-4,10,13,-1.8,0.3,-1.2,-1,2,-2,7
Cn1nnnc1SCC(=O)NC1CCCc2ccccc21 (centres undefined),-2,0,20,-0.9,·,-2.4,-5,10,6,0
CC(C)OC(=O)c1cc(Cl)c(=O)n(Cc2ccc(Cl)cc2Cl)c1,1,7,20,-0.1,-1.1,0.4,10,20,1,-14
Cc1ccsc1CNC(=O)C1(C)CCN1C(C)C (centres undefined),2,-3,·,·,-0.5,-5.1,0,4,·,·
CCOc1ccccc1C(=O)Nc1cc(C)ccc1NC(=O)c1ccco1,-4,2,7,4.5,0.5,-0.6,1,1,-7,-7
O=C(CNS(=O)(=O)c1ccc2ccccc2c1)OCc1csc(-c2ccccc2)n1,2,0,18,0.8,·,-0.7,0,2,-5,-14
CCCCN1C(=O)C(CC(=O)NCC2CCCCC2)CC(C(=O)N(C(C)C)C(C)C)=C1C (centres undefined),-3,-10,·,·,-1.2,-4.2,-4,21,10,·
O=C(NNC(=O)c1ncc(Cl)c(Cl)c1Cl)c1ccc(F)cc1,-7,6,9,0.3,-0.5,-2.1,0,3,3,-6
CCOC(=O)C(=CNc1ccc(N2CCOCC2)cc1)C(=O)OCC,?,63*,14,-0.1,-0.3,-1.9,-3,3,3,9
CC(C(=O)N(C)C)N(C#N)c1nc(N(C)C)nc(N(C)C)n1 (centres undefined),-1,-7,41,2.5,-0.1,-3.7,-4,7,-5,4
O=c1c(-c2nnc(SCc3ccc(Cl)cc3)o2)cccn1Cc1ccccc1,1,23,33,-3.0,0.9,-4.9,176*,-94,-1,-7
O=c1[nH]cnc2c1sc1nc(-c3ccccc3)c3c(c12)CCCC3,2,0,10,-0.3,·,-3.6,0,-13,1,1
N#Cc1nc(-c2ccc(Cl)cc2)oc1NCCc1ccccn1,·,31*,3,1.4,-0.6,1.1,28*,-8,-8,-8
COc1ccc(Cl)cc1-n1c(=S)sc2c(=O)[nH]c(SCC(=O)NCC3CCCO3)nc21 (centres undefined),-2,38*,-6,1.3,·,-18,0,10,-16,-8
Cc1cc(NC(=O)CC(C)C)c(=O)n(Cc2ccccc2F)c1,24,13,4,-1.8,0.6,0.8,0,11,-20,-1
CCOc1ccc(CCNC(=O)c2sc3nc4n(c(=O)c3c2C)CCC4)cc1,1,3,4,-0.1,-0.2,0.8,0,-1,14,10
Cc1cc(C)c2[nH]c(=O)c(C(c3nnnn3Cc3ccc4c(c3)OCO4)N3CCC(C)CC3)cc2c1 (centres undefined),34,-6,29,0.2,-1.4,-5.1,2,5,3,4
Cc1cc(-c2ccc(Cl)cc2)n2nc(C)cc2n1,-12,0,11,-1.0,4.0,-3.1,1,-4,-1,1
Cn1cccc1C(=O)N1CCN(S(=O)(=O)c2ccccc2)CC1,-5,4,·,2.4,·,-2.0,5,-9,1,1
C/C(=N\OCC(=O)OCC(=O)N(C)c1ccccc1)c1ccc2c(c1)OCO2,-5,0,·,1.9,0.0,·,-3,5,2,-4
CCCN1CCC(=O)N(CCO)CC1,-10,0,17,-0.5,0.4,-0.3,2,-1,11,-4
COc1ccc(-n2c(C)n[nH]c2=O)cc1OC,-3,3,9,2.6,-0.5,-1.1,2,-6,6,0
COc1ccc(OC)c(CNS(=O)(=O)c2cc(CN3C(=O)c4cccnc4C3=O)ccc2OC)c1,-3,8,19,0.8,-2.7,-1.7,1,4,14,0
CCN(CCc1ccccc1)c1ccc2c(c1)C1CC2CCN1Cc1ccccc1 (centres undefined),-7,-2,·,·,-0.4,-2.3,1,-1,2,·
CCOC(=O)c1c(NC(=O)CSc2nnc(-c3cccc(C)c3)n2CC)sc(C(C)=O)c1C,-8,6,28,0.3,14,-3.2,-1,28,-33,-4
O=C(CCC1CCCC1)Nc1cc(C(F)(F)F)ccc1N1CCOCC1,?,3,·,3.2,-0.9,-0.2,3,17,-3,-4

Source: PubChem (several laboratories)
